Compound activity from PubChem BioAssay.
CatB block: human cathepsin B inhibition. AID 453. purified cathepsin B, fluorogenic substrate, fluorescence. inhibition, %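 (tested at 10 µM)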. hit rate 0.1% among 63,000; in the data active means inhibition above about 21%;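 further: 0% = enzyme with no compound and 100% = no enzyme blank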
CatB mixtures: inhibitors of human cathepsin B in compound mixtures; P07858; Purified cathepsin B, AMC dipeptide fluorescence; inhibition, %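 (ten-compound pools at 5 µM per compound and 50 µM total)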; hit rate 0.06% among 62,000; in the data active means inhibition above about 22%, passing the limit was not always enough; inconclusive means no clear call, values can overlap the other calls;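 further: 0% = enzyme without compound and 100% = no enzyme blank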
RORA act: activates the human nuclear receptor RORA | P35398 | CHO-K1 Gal4-RORA LBD luciferase reporter, luminescence; percent increase over mock-subtracted basal signal | activation, % at 10 µM | hit rate 1.5% among 65,000 | AID 560;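 active means activation above the mean of all tested compounds plus 3 SD, cut at about 49% in these data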;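 further: 0% = DMSO-treated RORA cells and 100% = added signal equal to DMSO minus mock-transfected cells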
AP complement: alternative pathway complement inhibition, orthogonal assay; Human serum alternative complement pathway, LPS-coated ELISA, C3 deposition; tested in compound mixtures; inhibition, % at 5 µM; hit rate 0.08% among 62,000;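 active means inhibition above 30% in each of the two pooled mixtures holding the compound, so the lower value exceeds 30%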;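 further: 0% = serum in Mg-EGTA without compound and 100% = EDTA serum blank; some compounds past the cut are filed as inactive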
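Assay system: Human serum alternative complement pathway, C3 deposition on LPS-coated wells | Incubation: 1 h serum-compound exposure at 37 °C | Doses: 5 µM per compound in ten-compound mixtures | Read-out: Percent inhibition | Technique: ELISA with HRP anti-human C3 antibody, TMB substrate, absorbance 450 nm | Replication: Two pool placements per compound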
Ec RNAP inh: inhibitors of Escherichia coli RNA polymerase; hit rate 0.2% among 62,000; E. coli RNA polymerase, fluorescence transcription assay; P0A8V2; inhibition, %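 (tested at 10 µM)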; in the data active means inhibition above about 20%;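 further: 0% = enzyme without compound and 100% = no enzyme blank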
ROCK2 blocker: blocks human Rho kinase 2 activity | O75116 | purified ROCK2, Kinase-Glo ATP depletion luminescence | inhibition, % at 6 µM | hit rate 0.35% among 60,000;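 active means inhibition above the screen-wide mean inhibition plus 3 SD, cut at about 18% in these data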;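 further: plate controls were DMSO wells for no effect and Y-27632 control wells after no-enzyme background subtraction for full effect; many of its hits are not listed in these tables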
JNK3 inh: JNK3 (human) kinase inhibition | AID 746 | inhibition, % at 8 µM | hit rate 0.61% among 60,000 | purified JNK3 kinase activity, HTS; in the data active means inhibition above about 17%;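 further: 0% = DMSO and 100% = reference inhibitor; many of its hits are not listed in these tables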
Target sequence (P53779 whole entry, looked up): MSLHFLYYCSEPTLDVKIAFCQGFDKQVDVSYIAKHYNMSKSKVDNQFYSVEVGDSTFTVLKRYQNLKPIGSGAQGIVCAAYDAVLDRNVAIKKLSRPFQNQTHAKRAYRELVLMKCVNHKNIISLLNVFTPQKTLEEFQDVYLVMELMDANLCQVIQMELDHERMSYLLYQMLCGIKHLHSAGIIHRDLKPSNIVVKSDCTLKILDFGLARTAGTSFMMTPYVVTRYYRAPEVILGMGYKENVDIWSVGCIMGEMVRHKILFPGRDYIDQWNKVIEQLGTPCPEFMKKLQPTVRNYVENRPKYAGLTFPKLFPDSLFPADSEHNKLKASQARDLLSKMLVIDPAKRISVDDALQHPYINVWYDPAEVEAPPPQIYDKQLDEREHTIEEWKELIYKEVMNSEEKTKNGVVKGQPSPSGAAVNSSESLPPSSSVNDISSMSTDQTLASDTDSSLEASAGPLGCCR
PKA inh: blocks human protein kinase A activity; P17612; PKA Kemptide phosphorylation, Kinase-Glo ATP luminescence; inhibition, % at 6 µM; hit rate 0.1% among 65,000;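 active means inhibition above the screen-wide mean inhibition plus 3 SD, cut at about 21% in these data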; further: many of its hits are not listed in these tables
CatS block: blocks human cathepsin S protease activity. recombinant cathepsin S, AMC dipeptide fluorescence, pooled mixtures. hit rate 0.06% among 62,000. inhibition, %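 (tested at 5 µM per compound within 10-compound mixtures)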. P25774; in the data active means inhibition above about 32%, passing the limit was not always enough; inconclusive means no clear call, values can overlap the other calls;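 further: 0% = enzyme without compound and 100% = blank without enzyme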
Target sequence (P25774 115-331 limits assumed): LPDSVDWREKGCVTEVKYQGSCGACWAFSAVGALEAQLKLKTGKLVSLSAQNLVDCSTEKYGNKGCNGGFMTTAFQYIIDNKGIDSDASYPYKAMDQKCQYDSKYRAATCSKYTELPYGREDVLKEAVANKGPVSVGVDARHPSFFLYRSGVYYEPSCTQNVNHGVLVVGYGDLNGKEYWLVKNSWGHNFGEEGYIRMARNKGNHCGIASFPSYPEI
* hit, by the source's call; ? = inconclusive; . = not tested or not shown. Some of the compounds tested, so the mix of outcomes need not match the whole.

structure	CatB block	CatB mixtures	RORA act	AP complement	Ec RNAP inh	ROCK2 blocker	JNK3 inh	PKA inh	CatS block
CCOc1ccc(NC(=O)N2CCN(c3nc4ccccc4s3)CC2)cc1	-1	-2	39	15	-4	0	0	-4	8
NC(=O)C(Cc1ccccc1)NS(=O)(=O)c1ccc(N2CCCC2=O)cc1 (stereo not given)	3	2	-20	-4	5	0	-2	2	-12
N#CCSc1nnc(N)s1	-3	4	5	22	3	6	3	-2	-2
O=C(CS(=O)(=O)Cc1ccccc1)Nc1ccccn1	0	-6	9	14	9	5	-3	6	3
c1cnc(NC2C3CC4CC(C3)CC2C4)nc1 (stereo not given)	2	2	-5	5	3	6	3	10	-5
O=C(Nc1nnc(C2CC2)s1)c1cccc(S(=O)(=O)N2CCc3ccccc32)c1	6	1	22	1	11	8	5	7	14
COC(=O)c1ccc(CSc2nnc3ccccn23)o1	3	3	-8	16	-1	3	7	0	2
O=C(OCc1cc2ccccc2[nH]c1=O)C1CCCO1 (stereo not given)	8	8	6	-14	5	-5	0	0	14
c1coc(Cn2c(SCc3nc4ccccc4[nH]3)nnc2-c2cccs2)c1	6	1	2	-2	9	.	.	6	-5
O=C1c2ccncc2C(=O)N1CO	3	-2	1	7	5	8	3	11	-2
CC(C)(C)OC(=O)N1CCC(C(=O)N2CCC[C@H]2C(=O)O)CC1	0	-3	-19	25	0	4	-4	2	5
CC(=O)c1ccc(OCC(O)CN2CCN(Cc3ccccc3)CC2)cc1 (stereo not given)	6	-1	4	-9	4	-2	4	5	24
CCOC(=O)CSc1nnc(C)n1N	.	.	8	.	.	2	-9	9	.
COc1ccc(C(=O)NCc2cn3c(C)csc3n2)cc1OC	.	.	-2	.	.	0	17*	0	.
CCn1cc(C2=NOC(C(=O)Nc3c(C)nn(Cc4ccc(F)cc4)c3C)C2)c(C)n1 (stereo not given)	5	8	-1	3	11	2	1	5	10
CCCS(=O)(=O)N1CCN(C(=O)CCC2CCCC2)CC1	2	1	8	4	4	-5	-3	0	8
CCOC(=O)N1CCC(NCCNC(=O)c2cccs2)CC1	2	3	5	20	-2	.	.	8	-4
C=CCn1c(NC(=O)c2ccc(Br)o2)c(C(=O)OCC)sc1=S	2	-1	-10	24	-3	-2	0	-5	-10
Cc1ccccc1OCc1nnc2c3cnn(C)c3ncn12	0	5	44	18	-2	0	-1	1	-2
O=C(c1ccc(F)cc1)C1CCN(C(=O)c2ccncc2)CC1	-2	-3	-9	10	2	-6	5	-6	-5
Cc1nc2cncc(Br)c2n1C	5	0	9	-13	5	6	3	7	-3
CCc1ccc2[nH]c(=O)c(CN(CCCN3CCOCC3)C(=O)Nc3cccc(Cl)c3)cc2c1	7	-3	-1	-6	11	5	-6	12	2
COc1cccc(NC(=O)CSc2nc3ccccc3c(=O)n2CCCC(=O)N2CCCC2)c1	-1	2	-3	19	-2	.	.	2	-3
COC(=O)c1c(C)[nH]c(C(=O)COC(=O)Cc2ccc3c(c2)OCCO3)c1C	8	-6	-18	3	2	4	-3	6	1
COc1ccc(-c2nc(-c3ccccc3OC)no2)cc1OC	6	-4	56*	9	3	13	-2	11	6
CCCCNC(=O)c1nnn(-c2ccccc2)c1N	1	1	24	-10	-9	6	4	13	?
COc1ccc(Nc2ncc3c(n2)CC(c2ccc(OC)cc2)CC3=O)cc1 (stereo not given)	1	-8	-20	1	10	1	4	7	9
N#CCSCC(=O)Nc1ccc(F)cc1	-3	3	-22	4	9	-8	-1	-4	3
CCCOc1ccccc1C1NC(=O)NC(C)=C1C(=O)OCCOCC (stereo not given)	1	-2	-2	-5	8	2	6	3	2
Cn1c(-c2c(N)n(C3CCCC3)c3nc4ccccc4nc23)nc2ccccc21	-1	1	-6	-8	-7	1	4	-2	-1
Cc1cccc(C)c1NC(=O)C1(NC(=O)c2cnccn2)CCCCC1	-1	2	14	5	7	2	-3	10	0
OCCSc1c(F)c(SCCO)c(SCCO)c(F)c1SCCO	3	0	-13	-4	1	0	2	1	4
CN1CCc2c(sc3c2c(=O)n(-c2cccc(Cl)c2)c2nncn32)C1	2	3	-9	0	8	2	-2	6	9
Nc1nnn(Cc2ccccc2)n1	3	3	-6	8	11	4	-6	9	-2
CC(C)OC(=O)c1sc2nc3c(cc2c1N)C(=O)CCC3	2	.	48	.	0	0	0	-9	.
O=C(CCc1nc2ccccc2[nH]1)Nc1ccc2c(c1)OCCO2	8	5	14	-1	14	0	-3	-6	14
COCc1[nH]nc2c1C(c1cccc(OC)c1)C(C#N)=C(N)O2 (stereo not given)	1	.	-22	.	5	-9	-4	3	.
CCC(C(=O)N1CCOCC1)n1c(C(=O)OC)cc2occc21 (stereo not given)	0	6	-5	18	-1	-5	-3	-7	-2
CC1=C(C(N)=O)C(c2ccccc2)n2nc(-c3cccc(C)c3)nc2N1 (stereo not given)	0	2	2	18	-3	2	4	10	-5
CCn1c(=O)c(C(=O)CN2CCOCC2)c(N)n(Cc2ccccc2)c1=O	3	2	-17	6	6	0	-5	-2	5
COc1cccc(-c2nnc(NC(=O)c3ccc(S(=O)(=O)N(CC(C)C)CC(C)C)cc3)o2)c1	4	8	-20	8	6	0	0	2	21
COc1ccccc1OCCOc1ccccc1/C=N/n1cnnc1	2	-7	-2	1	7	5	5	6	-6
Fc1ccc2nc(-c3ccccc3)nc(SCc3nnc(-c4ccccc4)o3)c2c1	-5	4	5	11	2	4	-6	-2	-11
CCC(CC)C(=O)NCCc1cc2ccc(C)cc2[nH]c1=O	0	7	14	12	5	-6	-3	-2	-1
CC(C)CCn1c(Br)nc2c1c(=O)n(CC(N)=O)c(=O)n2C	1	4	-23	2	1	4	5	-2	-2
CNC(=O)c1cc2ccccc2o1	-6	3	0	19	3	2	1	-3	-6
Cc1ccc(N2CC(C(N)=O)CC2=O)cc1 (stereo not given)	1	2	-3	-9	.	-2	-1	0	-3
Cc1ccc(SCCC(=O)NCc2ccco2)cc1	6	2	-16	3	8	3	-5	2	14
COc1cccc(N2C(N)=NC(N)=NC2(C)C)c1	-2	-4	-8	-9	-6	7	-4	8	0
CC(C)OC(=O)[C@H]1[C@H](c2ccc(Cl)cc2)[C@@](C#N)(C(N)=O)[C@@H]2C=CC(C(N)=O)=CN21	-4	2	-12	15	0	9	-1	0	-6
Cc1ccc(S(=O)(=O)N2Cc3ccccc3CC2C(=O)Nc2cc(C)on2)cc1 (stereo not given)	9	5	12	-37	4	-2	-7	6	6
COC(=O)c1nc(NC(C)=O)n[nH]1	3	2	-26	-7	3	-3	2	1	8
CC1(C)Cc2ccccc2-c2nc(NCCCO)n(-c3ccccc3)c(=O)c21	-2	0	16	18	-9	5	-3	8	-8
COCCn1c(SCc2nc3ccccc3s2)nc2ccccc21	0	0	44	15	-6	2	1	-3	-7
CCOC(=O)N1CCN(C(=O)c2cccc(NC(=O)c3ccco3)c2)CC1	1	-3	-20	10	-1	8	3	7	-2
Cc1ccc(C)c(NC(=O)CSc2nnc(-c3ccccc3)o2)c1	9	4	-1	6	8	1	5	-4	-3
O=C(Nc1ccc2c(c1)OCO2)C(c1ccccc1)N1CCN(C(=O)c2ccco2)CC1 (stereo not given)	1	-6	-8	-3	7	4	-1	4	6
CCn1nccc1C(=O)NC1=C(C#N)CCC1	0	3	-2	7	5	-1	-11	-2	5
Cc1cc(Nc2ccc(C(=O)O)cc2)n2nc(C)nc2n1	0	6	-13	14	5	-5	2	-1	-6
O=C(Nc1nnc(C2CCCC2)s1)C1CCC1	0	0	-7	-3	5	2	5	4	-7

A stretch from the list above, for reference:
structure	CatB block	CatB mixtures	RORA act	AP complement	Ec RNAP inh	ROCK2 blocker	JNK3 inh	PKA inh	CatS block
CNC(=O)c1cc2ccccc2o1	-6	3	0	19	3	2	1	-3	-6
Cc1ccc(N2CC(C(N)=O)CC2=O)cc1 (stereo not given)	1	2	-3	-9	.	-2	-1	0	-3

Continued:
structure	CatB block	CatB mixtures	RORA act	AP complement	Ec RNAP inh	ROCK2 blocker	JNK3 inh	PKA inh	CatS block
COc1ccc(C2CC(=O)c3c(C)nc(N4CCN(Cc5ccccc5)CC4)nc3C2)cc1OC (stereo not given)	4	1	-19	-8	9	-2	-6	-2	-4
COc1ccc(-n2c(SCC(=O)Nc3cc(C)on3)nc3c(c2=O)SCC3)cc1	-1	20	-5	16	5	5	-4	5	5
CN(C)c1nc(N)nc(Cn2ccnc2)n1	-2	1	-21	-14	-11	4	1	7	-2
CCOc1ccccc1C(=O)N(CN1CCCC1=O)c1cccc(Cl)c1	1	-2	4	2	-10	0	9	11	-8
CCn1c(C2CC(=O)N(c3ccc(C)c(C)c3)C2)nc2ccccc21 (stereo not given)	7	3	5	-5	2	-9	1	5	12
CCOc1ccc(-c2nnc(-c3ccco3)o2)cc1	-3	-2	-32	13	-2	-1	-5	3	-3
Cc1cc(C)n(-c2ccc(C(=O)Nc3ccc4c(c3)OCCO4)cc2)n1	0	-10	75*	8	-2	-4	12	9	-13
Cc1c(C(=O)NCc2cccnc2)oc2ccccc12	5	1	-4	3	8	-1	16	-8	17
CCCOC(=O)c1ccc(OCC(O)CN2C(=O)NC(C)(C)C2=O)cc1 (stereo not given)	4	-1	-3	-14	5	8	0	11	9
Cc1oc(-c2cccc(Cl)c2)nc1CN1CCC(C(=O)NCCCN2CCCC2=O)CC1	-1	3	2	15	9	2	-7	-6	7
CCCCCCc1ccc(-c2ncc(N)cn2)cc1	2	3	50*	18	6	4	-1	12	-11
